HCV core dimer: HCV core protein dimerization inhibition. TR-FRET GST/Flag-core106 dimerization, 1536-well. inhibition, % at 5 µM. 300,000 tested, 0.33% active;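 active = inhibition above the mean of all tested compounds plus 3 SD, set per screening campaign, cut at about 45% in these data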
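Test system: GST/Flag-tagged HCV core106 proteins; Medium: KF-containing HEPES buffer, pH 7.45, DTT, CHAPS, BSA; Times: compound-protein-antibody incubation 4 h at 22.5 °C; Detection: TR-FRET 671 and 617 nm emission; Benchmarks: wells lacking GST-core106 and wells with excess unlabelled core106.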
PAFAH2 FP inh: inhibitors of human PAFAH2 | Q99487 | recombinant PAFAH2, FP-rhodamine activity probe, fluorescence polarization | inhibition, % at 3.39 µM | 340,000 tested, 0.99% active | AID 492956;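 active = inhibition above the mean over all tested compounds plus 3 SD, cut at about 30% in these data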;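 note: inhibitors block probe labeling of enzyme so polarization drops; 0% = enzyme with DMSO and 100% = wells lacking PAFAH2 protein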
TPT1 inh: C. albicans TPT1 enzyme inhibition; recombinant caTPT1, FP RNA substrate dephosphorylation; inhibition, % at 5 µM; AID 1962; 300,000 tested, 0.81% active;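 active = inhibition above the mean of all tested compounds plus 3 SD, set per screening campaign, cut at about 24% in these data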;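 note: plate controls were DMSO alone for no effect and ferristatin control at 100 nM for full effect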
CTSL1 counter: cathepsin L1 inhibition, PFM18AAP counter-screen; recombinant F. hepatica cathepsin L1, Z-Leu-Arg-MCA fluorescence; inhibition, % at 5.96 µM; 300,000 tested, 0.49% active;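 active = inhibition above the mean of all tested compounds plus 3 SD, set per screening campaign, cut at about 17% in these data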;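 note: 0% = plate median of test compound wells and 100% = 1 µM Z-Phe-Ala-diazomethylketone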
procasp7 counter: activates human procaspase-7, counter-screen for procaspase-3 activators; P55210; recombinant procaspase-7, Ac-DEVD-pNA absorbance 405 nm; D23A/D198A/D206A triple mutant, cannot self-cleave; scale: DMSO 0, 5 µM enzyme 100; activation, % at 8.5 µM; 330,000 tested, 0.093% active;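 active = percent activation above the screen-wide mean plus 3 SD, cut at about 25% in these data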
Target sequence (P55210 whole entry D23A/D198A/D206A): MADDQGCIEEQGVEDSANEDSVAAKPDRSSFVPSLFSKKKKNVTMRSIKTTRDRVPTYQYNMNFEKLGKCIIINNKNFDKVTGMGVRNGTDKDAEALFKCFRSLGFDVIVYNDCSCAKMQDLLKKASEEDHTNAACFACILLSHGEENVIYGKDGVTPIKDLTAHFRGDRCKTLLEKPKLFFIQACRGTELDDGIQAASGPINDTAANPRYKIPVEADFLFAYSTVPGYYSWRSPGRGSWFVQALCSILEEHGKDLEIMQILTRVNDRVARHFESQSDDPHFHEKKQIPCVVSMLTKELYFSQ
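Assay system: Uncleavable procaspase-7 mutant enzyme; Input: 2 µM procaspase-7 mutant as dispensed; Also added: DEVD-pNA substrate; Medium: Zinc-free HEPES pH 7.4 with 300 mM NaCl, 0.01% Triton X-100; Timing: 1 h compound preincubation, 2 h substrate cleavage, 25 °C; Measured by: Epi-absorbance of released pNA at 405 nm, two timepoints.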
procasp3 activ: procaspase-3 (human) activation; P42574; recombinant procaspase-3 D3A, Ac-DEVD-pNA absorbance 405 nm; activation, % at 8.5 µM; 330,000 tested, 0.11% active; AID 463141;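 active = activation above the mean of all tested compounds plus 3 SD, cut at about 21% in these data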;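 note: 0% = DMSO alone and 100% = DMSO wells spiked with extra 5 µM PC-3 D3A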
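Evaluation: percent activation relative to control range; Material: Procaspase-3 D3A mutant, all three cleavage aspartates alanine; Compound: single dose, 8.5 µM nominal compound, 0.8% DMSO; Replication: one well per compound; Signal: absorbance at 405 nm, 0 and 120 min; Schedule: 1 h preincubation plus 2 h reaction at 25 °C.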
PP1 inh: blocks human PP1-alpha phosphatase, a PP5 counter-screen | 320,000 tested, 0.9% active | P62136 | purified PP1alpha, OMFP fluorescence | inhibition, % at 6.7 µM | AID 2235;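 active = inhibition above the mean inhibition of all tested compounds plus 3 SD, computed separately for each screening campaign, cut at about 15% in these data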
PP5 inh: inhibitors of human protein phosphatase 5 (PP5); P53041; purified PP5c, OMFP substrate fluorescence; inhibition, % at 6.7 µM; 320,000 tested, 0.18% active; AID 1987;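 active = inhibition above the campaign's mean inhibition across all tested compounds plus 3 SD, cut at about 9.5% in these data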;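 note: 0% = DMSO only and 100% = 100 µM cantharidin control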
Target sequence (P53041 whole entry, looked up): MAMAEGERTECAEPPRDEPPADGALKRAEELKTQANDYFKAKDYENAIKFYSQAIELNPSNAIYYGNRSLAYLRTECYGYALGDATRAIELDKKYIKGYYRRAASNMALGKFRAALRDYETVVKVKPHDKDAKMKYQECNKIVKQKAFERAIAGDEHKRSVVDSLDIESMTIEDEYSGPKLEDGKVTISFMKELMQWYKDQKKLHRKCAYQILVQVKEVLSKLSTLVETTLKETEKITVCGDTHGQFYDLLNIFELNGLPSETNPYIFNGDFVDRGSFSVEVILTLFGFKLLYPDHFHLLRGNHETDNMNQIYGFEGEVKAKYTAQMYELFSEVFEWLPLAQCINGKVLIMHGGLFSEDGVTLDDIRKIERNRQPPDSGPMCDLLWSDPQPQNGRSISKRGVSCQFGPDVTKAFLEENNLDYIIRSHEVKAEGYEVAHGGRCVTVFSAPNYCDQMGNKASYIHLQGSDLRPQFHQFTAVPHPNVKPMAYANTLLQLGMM
AHR activator: human AHR activation; AHR-responsive luciferase reporter cells, luminescence; 320,000 tested, 2.5% active; activation, % at 5 µM; in the data active = activation above about 47%;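 note: 0% = vehicle wells and 100% = reference agonist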
* marks the source's active call; other numbers are inactive results. Not a hit list; 5.6% or so of the library scored in one or more.

O=C(CCNC(=O)Cn1ccc2ccccc2c1=O)NCCCN1CCOCC1 was read as HCV core dimer -1, PAFAH2 FP inh -4, TPT1 inh -1, CTSL1 counter 7, procasp7 counter 6, procasp3 activ 5, PP1 inh -6, PP5 inh -2.8 and AHR activator -1.
For Cc1c(Cl)cccc1NC(=S)Nn1cnnc1 the results were HCV core dimer -1, PAFAH2 FP inh -5, TPT1 inh 4, CTSL1 counter 0, procasp7 counter -23, procasp3 activ -14, PP1 inh 1, PP5 inh -0.2 and AHR activator -1.
Screening CN(C)c1ccc(C#Cc2ccc3cc(CCO)oc(=O)c3c2)cc1 returned PAFAH2 FP inh 5, procasp7 counter -13, procasp3 activ -9, PP1 inh 7, PP5 inh 1.0 and AHR activator 6.
For O=C(CN1CCOCC1)Nc1c2c(nc3c1CCC3)CCC2 the results were HCV core dimer -3, PAFAH2 FP inh -2, TPT1 inh -3, CTSL1 counter -1, procasp7 counter 3, procasp3 activ 8, PP1 inh 2, PP5 inh 5.3 and AHR activator 6.
`CC(C)(C)OC(=O)N1CCN(C(=O)c2[nH]cnc2C(=O)NCC(=O)OCc2ccccc2)CC1` gave HCV core dimer -2, PAFAH2 FP inh 4, TPT1 inh -2, CTSL1 counter -3, procasp7 counter -14, procasp3 activ 0, PP1 inh 1, PP5 inh 2.6 and AHR activator 6.
CN(CCCn1c(=S)[nH]c2ncccc2c1=O)Cc1ccccc1 was read as HCV core dimer 4, PAFAH2 FP inh 6, TPT1 inh 1, CTSL1 counter -1, procasp7 counter -4, procasp3 activ 12, PP1 inh -4, PP5 inh -3.2 and AHR activator 11.
`CSc1nc(-c2ccc(C)cc2)nc(N)c1C#N` gave HCV core dimer 11, PAFAH2 FP inh -8, TPT1 inh 1, CTSL1 counter 2, procasp7 counter 7, procasp3 activ -4, PP1 inh 0, PP5 inh 1.5 and AHR activator 31.
For COc1ccccc1C(=O)NCc1ccncc1 the results were HCV core dimer 0, PAFAH2 FP inh -4, TPT1 inh -1, CTSL1 counter -2, procasp7 counter -9, procasp3 activ 3, PP1 inh -1, PP5 inh -1.0 and AHR activator 5.
For CCOc1cc(/C=N/NC(=O)c2ccncc2)ccc1OC(=O)c1ccccc1 the results were HCV core dimer -4, PAFAH2 FP inh -13, TPT1 inh 2, CTSL1 counter -1, procasp7 counter 0, procasp3 activ 7, PP1 inh -3, PP5 inh 4.6 and AHR activator 13.
`O=C(Cn1cnc([N+](=O)[O-])c1)NC1CCCC1` gave HCV core dimer -3, PAFAH2 FP inh -3, TPT1 inh -1, CTSL1 counter -1, procasp7 counter 2, procasp3 activ -7, PP1 inh -2, PP5 inh 0.5 and AHR activator 7.

Reprinted from the entries so far, 5 compounds:
O=C(CCNC(=O)Cn1ccc2ccccc2c1=O)NCCCN1CCOCC1 was read as HCV core dimer -1, PAFAH2 FP inh -4, TPT1 inh -1, CTSL1 counter 7, procasp7 counter 6, procasp3 activ 5, PP1 inh -6, PP5 inh -2.8 and AHR activator -1.
For Cc1c(Cl)cccc1NC(=S)Nn1cnnc1 the results were HCV core dimer -1, PAFAH2 FP inh -5, TPT1 inh 4, CTSL1 counter 0, procasp7 counter -23, procasp3 activ -14, PP1 inh 1, PP5 inh -0.2 and AHR activator -1.
Screening CN(C)c1ccc(C#Cc2ccc3cc(CCO)oc(=O)c3c2)cc1 returned PAFAH2 FP inh 5, procasp7 counter -13, procasp3 activ -9, PP1 inh 7, PP5 inh 1.0 and AHR activator 6.
For O=C(CN1CCOCC1)Nc1c2c(nc3c1CCC3)CCC2 the results were HCV core dimer -3, PAFAH2 FP inh -2, TPT1 inh -3, CTSL1 counter -1, procasp7 counter 3, procasp3 activ 8, PP1 inh 2, PP5 inh 5.3 and AHR activator 6.
`CC(C)(C)OC(=O)N1CCN(C(=O)c2[nH]cnc2C(=O)NCC(=O)OCc2ccccc2)CC1` gave HCV core dimer -2, PAFAH2 FP inh 4, TPT1 inh -2, CTSL1 counter -3, procasp7 counter -14, procasp3 activ 0, PP1 inh 1, PP5 inh 2.6 and AHR activator 6.

Continuation.
`Cc1csc(-c2cccnc2)n1` gave HCV core dimer -11, PAFAH2 FP inh 2, TPT1 inh -1, CTSL1 counter -2, procasp7 counter -2, procasp3 activ -3, PP1 inh 4, PP5 inh 2.0 and AHR activator 1.
For Cc1ccc(-c2onc(C)c2C)cc1S(=O)(=O)N1CC(C)Oc2ccccc21 (stereo unspecified) the results were HCV core dimer 16, PAFAH2 FP inh 0, TPT1 inh -1, CTSL1 counter -1, procasp7 counter 1, procasp3 activ 3, PP1 inh -1, PP5 inh 2.4 and AHR activator 3.
Cc1nnc(NC(=O)CCC(=O)NCc2cccs2)s1 was read as HCV core dimer -11, PAFAH2 FP inh 0, TPT1 inh 2, CTSL1 counter 0, procasp7 counter 6, procasp3 activ 8, PP1 inh -2, PP5 inh -3.2 and AHR activator 6.
For CCN(CC)CC#CCC(O)(c1ccccc1)c1ccc(Br)cc1 (stereo unspecified) the results were HCV core dimer -2, PAFAH2 FP inh 2, TPT1 inh 4, CTSL1 counter -4, procasp7 counter 4, procasp3 activ 0, PP1 inh 1, PP5 inh 2.1 and AHR activator -2.
For OCCN(Cc1ccccc1)CC1CC2C=CC1C2 (stereo unspecified) the results were HCV core dimer -4, PAFAH2 FP inh 0, TPT1 inh -1, CTSL1 counter -2, procasp7 counter -5, procasp3 activ -6, PP1 inh -3, PP5 inh 0.3 and AHR activator -1.
Cc1csc(NC(=O)c2ccc(C)c([N+](=O)[O-])c2)n1 was read as HCV core dimer -7, PAFAH2 FP inh -5, TPT1 inh -2, CTSL1 counter -1, procasp7 counter 1, procasp3 activ 5, PP1 inh -2, PP5 inh -1.8 and AHR activator 17.
Screening COc1ccc(OC2C(=O)N(CCc3ccc(OC)c(OC)c3)C2c2ccc3c(c2)OCO3)cc1 (stereo unspecified) returned HCV core dimer 9, PAFAH2 FP inh 5, TPT1 inh -2, CTSL1 counter 0, procasp7 counter 2, procasp3 activ -4, PP1 inh -2, PP5 inh 0.2 and AHR activator 1.
CC(C)Nc1nc2cccnc2s1 was read as HCV core dimer 1, PAFAH2 FP inh 2, TPT1 inh 0, CTSL1 counter -5, procasp7 counter 10, procasp3 activ -9, PP1 inh -3, PP5 inh 0.1 and AHR activator 0.
For COc1ccc(/C=C2\SC(=S)N(CCCC(=O)Nc3cc(C)on3)C2=O)cc1OC the results were HCV core dimer -6, PAFAH2 FP inh -8, TPT1 inh 6, CTSL1 counter 0, procasp7 counter 2, procasp3 activ -11, PP1 inh 2, PP5 inh 2.9 and AHR activator -6.
Cc1ccc(-n2nc(C)c3c2OC(N)=C(C#N)C3c2ccncc2)cc1 (stereo unspecified) was read as HCV core dimer -4, PAFAH2 FP inh 2, TPT1 inh -1, CTSL1 counter 1, procasp7 counter 6, procasp3 activ 2, PP1 inh 0, PP5 inh 1.2 and AHR activator 18.
Cn1c(=O)c2cc(S(=O)(=O)NCCC(=O)NCCc3ccc(Cl)cc3)ccc2n(C)c1=O was read as HCV core dimer 3, PAFAH2 FP inh -10, TPT1 inh -2, CTSL1 counter 1, procasp7 counter -15, procasp3 activ 7, PP1 inh -2, PP5 inh -0.6 and AHR activator -1.
For CC(NC(=O)c1cccnc1)C(c1ccccc1)N1CCN(C)CC1 (stereo unspecified) the results were HCV core dimer -2, PAFAH2 FP inh -5, TPT1 inh 1, CTSL1 counter 1, procasp7 counter 12, procasp3 activ 5, PP1 inh -7, PP5 inh -1.9 and AHR activator 1.
COC(CC(=O)NNC(=S)Nc1ccc(Cl)cc1)OC was read as HCV core dimer -7, PAFAH2 FP inh -3, TPT1 inh -2, CTSL1 counter -2, procasp7 counter -12, procasp3 activ 17, PP1 inh -1, PP5 inh -2.4 and AHR activator 3.
Cc1ccc(-c2csc3ncnc(-n4nc(C)cc4N)c23)cc1 was read as HCV core dimer -4, PAFAH2 FP inh 3, TPT1 inh 6, CTSL1 counter 0, procasp7 counter 7, procasp3 activ 0, PP1 inh -3, PP5 inh -2.7 and AHR activator 1.
CCOc1ccc(NS(=O)(=O)c2ccc(NC(=S)NC(=O)C(C)C)cc2)cc1 was read as HCV core dimer 14, PAFAH2 FP inh -6, TPT1 inh 2, CTSL1 counter 2, procasp7 counter -4, procasp3 activ 2, PP1 inh 6, PP5 inh 5.2 and AHR activator 1.
Screening COc1ccc(N(C)C(=O)Cc2c(C(=O)O)n(C)c3ccccc23)cc1 returned HCV core dimer 2, PAFAH2 FP inh -5, TPT1 inh 1, CTSL1 counter -1, procasp7 counter -3, procasp3 activ 9, PP1 inh 1, PP5 inh -0.5 and AHR activator 2.
c1ccc(-c2ccccc2OCCN2CCCC2)cc1 was read as HCV core dimer -5, PAFAH2 FP inh 9, TPT1 inh -1, CTSL1 counter -2, procasp7 counter -6, procasp3 activ -2, PP1 inh 0, PP5 inh 0.8 and AHR activator 3.
Screening O=C1C(=O)N(Cc2cccs2)c2ccccc21 returned HCV core dimer 2, PAFAH2 FP inh 7, TPT1 inh -2, CTSL1 counter -7, procasp7 counter 16, procasp3 activ 4, PP1 inh 6, PP5 inh 0.7 and AHR activator 3.
Screening Cc1ccc(NC2c3ncccc3C(=O)N2Cc2cccs2)cc1 (stereo unspecified) returned HCV core dimer -10, PAFAH2 FP inh -1, TPT1 inh -4, CTSL1 counter 0, procasp7 counter -19, procasp3 activ -17, PP1 inh 23*, PP5 inh 5.1 and AHR activator 4.
`COc1cc(C(O)P(=O)(OCC(C)C)OCC(C)C)cc(OC)c1OC` (stereo unspecified) gave HCV core dimer -11, PAFAH2 FP inh -1, TPT1 inh 0, CTSL1 counter -1, procasp7 counter 6, procasp3 activ 2, PP1 inh -4, PP5 inh -1.9 and AHR activator 3.
Cc1[nH]n(-c2ccccc2)c(=O)c1Sc1ccc(Cl)cc1 was read as HCV core dimer 7, PAFAH2 FP inh 2, TPT1 inh -4, CTSL1 counter 1, procasp7 counter 11, procasp3 activ 11, PP1 inh -2, PP5 inh -1.3 and AHR activator 3.
COCC(C)N1CCC(Oc2cccc(C(=O)NCCc3ccccc3)c2)CC1 (stereo unspecified) was read as HCV core dimer 6, PAFAH2 FP inh -3, TPT1 inh -1, CTSL1 counter -5, procasp7 counter 9, procasp3 activ 8, PP1 inh -22, PP5 inh 3.4 and AHR activator 7.
For CC1CCc2c(nc3ncnn3c2NCCc2ccccc2F)C1 (stereo unspecified) the results were HCV core dimer 2, PAFAH2 FP inh 6, TPT1 inh 0, CTSL1 counter 7, procasp7 counter 3, procasp3 activ -5, PP1 inh -3, PP5 inh -2.1 and AHR activator -9.

From PubChem
